D1 antag: antagonists of human D1 dopamine receptor. P21728. HEK293 TREx D1 cells, calcium flux, dopamine EC80; active compounds read low. activity change, negative = inhibition, % at 10 µM. actives 3.2% (n = 360,000). AID 504652; in the data active means activity change below about -30%; further: on the % scale 0 is the no-effect control and ±100 the full control effect
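Antagonism measured as reduced calcium response to an EC80 dopamine addition following 180 s compound pre-read; cells were inducible HEK293 Trex D1 plated overnight at 30 C, read kinetically at 1 cycle/sec.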
Vif-A3F inh: blocks the Vif interaction with APOBEC3F; HeLa A3F-eYFP + Vif (tagged APOBEC3F with the HIV-1 protein that degrades it), YFP fluorescence increase; Potency, µM (top dose mostly 46.1 µM), without a hit: at the highest dose activity, negative = active; actives 0.2% (n = 390,000); AID 602313; further: potency means the concentration at half of the fitted maximal effect; % of control where 0% means no effect; nearly all actives have a fitted effect of over 65% in size
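HeLa cells stably expressing A3F-eYFP plus Vif, plated and incubated overnight at 37 deg C, then exposed to compounds overnight at 37 deg C. Blocked degradation read as raised yellow fluorescence (Ex 488/Em 500-530).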
D1 potentiator: potentiators of human D1 dopamine receptor; HEK293 TREx D1 cells, calcium flux, dopamine EC20 potentiation; actives 0.036% (n = 360,000); P21728; potentiation, % at 10 µM; in the data active means potentiation above about 30%; further: 0% is about no effect
D2 PAM: positive allosteric modulators of human D2 dopamine receptor. P14416. HEK293 T-REx D2, calcium flux, EC20 dopamine potentiation. potentiation, % at 10 µM. actives 0.34% (n = 340,000). AID 485347;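 active means potentiation over 3 SD above the plate norm, cut at about 30% in these data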; further: 0% is about no effect
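Cells plated with tetracycline inducer and held overnight at 30 C; calcium dye loaded 30–90 min at room temperature; baseline taken, compound added and read 180 s; EC20 dopamine then added and read 180 s.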
D1 agonist: human D1 receptor agonism; P21728; HEK293 T-REx D1 cells, calcium flux, agonist mode; activation, % at 2 µM; actives 1% (n = 360,000); AID 504660; in the data active means activation above about 30%; further: 0% is about no effect
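Tetracycline-induced HEK293 TREx D1 cells, force-coupled to calcium signalling, were dye-loaded with a no-wash calcium kit. Compound was pin-added after a 10 s baseline. Fluorescence was read kinetically at 1 cycle/s for 180 s, with calcium rises flagged as agonism.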
RXFP1 agonist: RXFP1 (human) receptor agonism | actives 0.3% (n = 370,000) | HEK293T-RXFP1 cAMP TR-FRET, 30 min; response scale: percent of porcine relaxin response, buffer zero | Potency, µM (highest dose often 57.5 µM), for the others: top-dose activation, hits mostly activators | Q9HBX9; further: potency means the concentration at half of the fitted maximal effect; on the % scale 0 is the no-effect control and ±100 the full control effect; nearly all actives have a fitted effect of over 60% in size; many of its hits are not listed in these tables
Target sequence (Q9HBX9 whole entry, looked up): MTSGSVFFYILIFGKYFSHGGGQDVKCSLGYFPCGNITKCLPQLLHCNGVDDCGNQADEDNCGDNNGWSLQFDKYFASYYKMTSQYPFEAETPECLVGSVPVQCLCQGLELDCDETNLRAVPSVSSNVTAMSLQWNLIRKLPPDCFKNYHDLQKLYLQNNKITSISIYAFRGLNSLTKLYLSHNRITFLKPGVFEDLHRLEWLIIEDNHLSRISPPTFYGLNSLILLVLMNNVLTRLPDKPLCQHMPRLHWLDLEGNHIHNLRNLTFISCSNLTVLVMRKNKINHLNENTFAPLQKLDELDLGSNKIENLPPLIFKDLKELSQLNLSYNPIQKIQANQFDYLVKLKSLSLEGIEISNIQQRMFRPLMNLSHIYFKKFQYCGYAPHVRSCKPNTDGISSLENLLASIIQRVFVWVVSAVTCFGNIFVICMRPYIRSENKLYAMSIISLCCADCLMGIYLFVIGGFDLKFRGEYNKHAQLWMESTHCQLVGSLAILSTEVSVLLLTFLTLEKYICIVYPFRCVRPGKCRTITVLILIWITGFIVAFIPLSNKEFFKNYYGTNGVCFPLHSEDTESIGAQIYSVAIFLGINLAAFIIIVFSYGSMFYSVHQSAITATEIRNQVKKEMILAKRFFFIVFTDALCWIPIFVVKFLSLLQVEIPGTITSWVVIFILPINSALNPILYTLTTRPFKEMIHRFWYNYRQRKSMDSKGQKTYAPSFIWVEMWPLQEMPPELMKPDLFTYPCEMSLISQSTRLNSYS
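cAMP rise read by TR-FRET after 30 min, 37C compound exposure (up to 58 uM) in RXFP1-transfected HEK293 cells with Ro 20174 present. EC50 from Hill-equation fits, with 29 nM porcine relaxin as 100% and buffer as basal.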
Vif-APOBEC3G blk: blocks the Vif interaction with human APOBEC3G; Q9HC16; HeLa A3G-eYFP + Vif (tagged APOBEC3G with the HIV-1 protein that degrades it), YFP fluorescence, overnight; Potency, µM (titrated, usually from 46.1 µM), without a hit: top-dose activity, negative = active, usual class: inhibitors; actives 0.076% (n = 410,000); AID 602310;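 further: potency means the concentration at half of the fitted maximal effect; on the % scale 0 is the no-effect control and ±100 the full control effect; nearly all actives have a fitted effect of over 60% in size; hits raise eYFP signal because A3G escapes Vif-driven loss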
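Read-out is eYFP fluorescence (Ex 488/Em 500-530) from Vif-expressing HeLa A3G-eYFP cells; more signal means A3G escaped Vif-mediated degradation. Cells plated overnight, compound pinned in, incubated overnight at 37 deg C.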
LDHA inh: blocks human lactate dehydrogenase A. P00338. activity change, % (values are at about 110 or 230 µM). actives 0.15% (n = 480,000). purified LDHA, NADH/diaphorase-resazurin fluorescence; active compounds read low. AID 1347041; in the data active means activity change below about -30%; inconclusive means mostly about -25% to -30%;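 further: plate controls were DMSO wells for no effect and wells without enzyme for full effect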
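Resorufin fluorescence (ex540/em590), read at 0 and 20 min after diaphorase/resazurin addition, reports the NADH left after a 5 min room-temperature reaction of 2 nM human LDH5 with 0.06 mM NADH and 0.2 mM pyruvate.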
GRP78 ERSR act: induces the endoplasmic reticulum stress response in human glioma cells | U87-MG GRP78 promoter luciferase reporter, 16 h | Potency, µM, for inactives: at the highest dose activation, usual class: activators | actives 0.02% (n = 420,000); further: potency means the concentration at half of the fitted maximal effect; series mostly up to about 76 µM; % of control where 0% means no effect; nearly all actives have a fitted effect of over 35% in size
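Stably transfected U87-MG human glioma cells carrying a GRP78-based luminescent sensor were seeded at 1000 cells/well, pin-dosed with compounds and incubated 16 h. Luciferase reagent was then added, and end-point luminescence was read after 10 min at room temperature.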
Numbers without * were called inactive; ? = inconclusive; · = no result given. Unless noted, the call rests on the fitted dose curve; in most records, active means well fitted curve in the direction sought with a large enough effect; inconclusive means small, poorly fitted or top-dose-only effect, or another doubt; inactive means no such curve, though single readings can be large; an effect the other way counts as inactive or inconclusive. A portion of the library (hit frequency here may not be typical).

SMILES	D1 antag	Vif-A3F inh	D1 potentiator	D2 PAM	D1 agonist	RXFP1 agonist	Vif-APOBEC3G blk	LDHA inh	GRP78 ERSR act
Cc1nc2cc(CO)ccc2n1C	0	·	1	1	1	0.4%	0%	-3	-2%
CC(NC(=O)CCNC(=O)c1ccc(Br)cc1)c1ccc(S(N)(=O)=O)cc1 (stereo not given)	6	1%	-5	8	4	-0.3%	0%	-6	0%
COc1cc(OC)c(C(=O)Nc2cc(Cl)ccc2-n2cncn2)cc1OC	-2	-26%	-7	-5	-1	3.6%	-10%	-5	-4%
O=C(Cn1cc(C(=O)C(F)(F)F)c2ccccc21)NCc1ccco1	-7	-26%	-4	3	7	1.2%	2%	-3	5%
Cc1ccc(NC(=S)N2CCCC(c3nc4ccccc4[nH]3)C2)cc1 (stereo not given)	-1	-1%	3	·	0	0.5%	0%	-4	1%
Fc1cccc(Cn2ccc(-c3ccc4c(c3)OCO4)n2)c1	-20	-5%	1	-4	2	-1.2%	-5%	-1	1%
Cc1nnc(NC2=NCCC2)s1	2	3%	0	11	0	1.6%	0%	-3	-2%
CCC(C(=O)NC1CCCC1)N(Cc1cccs1)C(=O)Cn1nnc(-c2ccc(OC)c(OC)c2)n1 (stereo not given)	-11	-4%	6	3	6	3.9%	-5%	1	-4%
O=C(NC(NC1CCS(=O)(=O)C1)C(Cl)(Cl)Cl)c1ccc(Br)cc1 (stereo not given)	-20	0%	-8	1	2	1.7%	3%	-6	-5%
CCOC(=O)N1CCN(Cc2nc(N)nc(Nc3ccc(C)cc3)n2)CC1	-9	-8%	-7	-2	2	0.5%	1%	-2	0%
C=CCSc1nc2c(c(=O)[nH]c(=O)n2C)n1Cc1ccc(C)cc1	-5	-8%	-7	8	2	-0.2%	1%	-11	2%
COc1ccc(NC(=O)CC(c2ccco2)C(C)C)cc1 (stereo not given)	-11	-4%	-6	3	3	5.1%	1%	0	-3%
CCNS(=O)(=O)c1ccc(CCC(=O)N2CCN(c3ccc(OC)cc3)CC2)cc1	-21	0%	-4	-2	3	2.5%	1%	-2	-5%
COc1ccc(N=Cc2ccc(-c3ccccc3)o2)cc1	1	-12%	-6	3	6	3.6%	0%	2	2%
CC1(C)Cc2c(cnn2-c2cccc(F)c2)C(NC(=O)CCN2CCCC2=O)C1 (stereo not given)	7	1%	0	-3	3	-0.2%	4%	-8	1%
CC(C)CCNC1=CC(=O)CC(c2ccccc2)C1 (stereo not given)	-2	-6%	-2	2	3	0.1%	-26%	-8	-2%
COc1cccc(CC(NC(C)=O)C(=O)NC2CCN(S(=O)(=O)c3ccc(F)cc3)CC2)c1OC (stereo not given)	-17	-5%	0	·	1	3.4%	7%	3	-6%
CC(C)OC(=O)N(C)C[C@@H]1OCc2cnnn2CCCC(=O)N([C@H](C)CO)C[C@@H]1C	·	1%	·	·	·	·	3%	-1	-2%
O=C(COC(=O)CN1C(=O)C2CCCCC2C1=O)NNC(=O)c1ccc(Cl)cc1 (stereo not given)	-13	5%	-2	·	2	0.7%	3%	-3	-4%
CC(=O)c1ccc(N2CCN(CC(=O)Nc3ccc4c(c3)OCCO4)CC2)cc1	-8	-7%	-2	-5	3	0.6%	-2%	-3	-4%
Cc1cc(Cl)ccc1-n1c(-c2cccnc2)n[nH]c1=S	7	?	-6	-2	5	-0.2%	-9%	-2	-6%
COc1ccc(OC)c(S(=O)(=O)NCCOC23CC4CC(CC(C4)C2)C3)c1	-10	7%	-5	8	4	-0.6%	0%	-5	-3%
COc1ccc(-c2cnc(C)o2)cc1S(=O)(=O)Nc1ccc(NC(C)=O)cc1	3	-7%	-1	-2	0	12%	0%	-2	-2%
Cc1noc(C)c1C(=O)NC(C)c1ccc2c(c1)OCO2 (stereo not given)	11	5%	12	7	4	0.5%	-1%	0	0%
COC(=O)N/N=C(\C)c1ccc(OC(F)F)cc1OC(F)F	12	0%	-4	5	2	0.2%	-1%	-7	-4%
Cc1cc2nnc(SCc3ccc4c(c3)OCO4)n2c2ccccc12	·	13%	·	·	·	·	1%	-1	-5%
CC1(C)CC(=O)C2=C(C1)OC(N)=C(C#N)C21C(=O)N2CCCc3cccc1c32 (stereo not given)	10	10%	-1	-1	3	-1.0%	1%	-2	-4%
CC(C)NC(=O)C(c1ccccc1)N1Cc2ccccc2C1=O (stereo not given)	2	-3%	2	-4	-1	-1.9%	-3%	-22	-6%
Cc1cccc2cc(CN(Cc3ccccc3)C(=O)c3cccc(F)c3)c(Cl)nc12	7	1%	3	12	5	-0.2%	4%	1	-4%
CCN(C(=O)c1ccnn1C)c1ccccc1	4	-7%	-5	-3	3	1.2%	-2%	-5	-2%
COc1cccc(OC)c1OCCCN1CCOCC1	-8	-4%	1	12	2	0.7%	0%	-17	-2%
Cc1cccc(NC(=O)CSc2ccc(-c3cccnc3)nn2)c1	-16	-8%	2	7	0	-2.2%	-1%	0	-3%
CCN(Cc1ccncc1)Cc1cn[nH]c1-c1ccc(OC)cc1F	-9	-13%	-1	5	7	-2.9%	-5%	-2	-6%
COc1ncccc1C(=O)N1CCCC(C(=O)c2cc(F)ccc2F)C1 (stereo not given)	-18	0%	-4	-9	1	-0.7%	5%	-6	-4%
Cc1ccc(S(=O)(=O)N2CCN(C(=O)CN3C(=O)NC(C)(c4ccc(Cl)cc4)C3=O)CC2)c(C)c1 (stereo not given)	·	6%	·	·	·	·	1%	-9	-3%
CCOC(=O)N1CCN(C(=O)c2cc3c(ccc4ccccc43)oc2=O)CC1	7	-8%	2	-4	0	1.3%	2%	1	-1%
COc1ccc(OCCNS(=O)(=O)Cc2ccccc2)cc1	7	0%	0	-6	2	5.5%	-5%	-3	-3%
COCCCNCCOCCOc1ccc(Cl)cc1C(C)(C)C	14	-13%	-7	-20	38*	0.6%	-7%	-10	-4%
COC(=O)c1ccc(SCc2ccccc2)nc1	·	-2%	·	·	·	·	-1%	0	5%
Cc1cc2occ(CC(=O)OCC(=O)Nc3sc4c(c3C#N)CCC(C)C4)c2cc1C (stereo not given)	-15	-3%	-6	-6	0	1.1%	-1%	-5	-2%
O=C(CSc1nc(-c2ccc(F)cc2)cs1)Nc1ccccn1	-9	-29%	7	12	9	-0.3%	-1%	-4	4%
S=C(NCc1ccncc1)Nc1ccc(Cl)c(Cl)c1	-36*	-11%	-12	-14	23	2.2%	-12%	-6	0%
CC(C)(C)OC(=O)C[C@@H]1C/C=C\C[C@@H](CC(=O)NCCO)C(=O)NC[C@@H](c2ccccc2)OC1=O	·	-3%	·	·	·	·	-5%	-7	0%
CCOc1ccc(S(=O)(=O)N2CCC(C(=O)NCc3ccco3)CC2)cc1C	-1	3%	-11	-5	9	-0.1%	-1%	-6	-5%
COc1ccccc1CNc1nc(C)c(C(C)=O)s1	-29	-5%	-7	·	5	7.6%	0%	-4	0%
CCOC(=O)c1sc(NC(=O)c2cc(-c3cccc(O)c3)on2)c(C(=O)OCC)c1C	19	1%	0	3	-4	4.3%	3%	-12	-1%
COc1cccc(NC(=O)CN2C(=O)C(c3ccc(C)cc3)=NC23CCCCCC3)c1	0	-9%	0	5	5	0.9%	0%	-8	-3%
O=C(c1ccc(NS(=O)(=O)c2ccccc2)cc1)N1CCOCC1	3	7%	5	17	0	0.0%	0%	1	-5%
O=S(=O)(c1cccc(C(F)(F)F)c1)N1CCCC1c1cccnc1 (stereo not given)	8	-13%	-1	-2	3	-0.2%	0%	-5	0%
CC(C)c1ccccc1NS(=O)(=O)N(C)C	3	?	1	-3	2	6.7%	4%	-5	0%

13 consecutive compounds already listed, for reference:
SMILES	D1 antag	Vif-A3F inh	D1 potentiator	D2 PAM	D1 agonist	RXFP1 agonist	Vif-APOBEC3G blk	LDHA inh	GRP78 ERSR act
Cc1ccc(S(=O)(=O)N2CCN(C(=O)CN3C(=O)NC(C)(c4ccc(Cl)cc4)C3=O)CC2)c(C)c1 (stereo not given)	·	6%	·	·	·	·	1%	-9	-3%
CCOC(=O)N1CCN(C(=O)c2cc3c(ccc4ccccc43)oc2=O)CC1	7	-8%	2	-4	0	1.3%	2%	1	-1%
COc1ccc(OCCNS(=O)(=O)Cc2ccccc2)cc1	7	0%	0	-6	2	5.5%	-5%	-3	-3%
COCCCNCCOCCOc1ccc(Cl)cc1C(C)(C)C	14	-13%	-7	-20	38*	0.6%	-7%	-10	-4%
COC(=O)c1ccc(SCc2ccccc2)nc1	·	-2%	·	·	·	·	-1%	0	5%
Cc1cc2occ(CC(=O)OCC(=O)Nc3sc4c(c3C#N)CCC(C)C4)c2cc1C (stereo not given)	-15	-3%	-6	-6	0	1.1%	-1%	-5	-2%
O=C(CSc1nc(-c2ccc(F)cc2)cs1)Nc1ccccn1	-9	-29%	7	12	9	-0.3%	-1%	-4	4%
S=C(NCc1ccncc1)Nc1ccc(Cl)c(Cl)c1	-36*	-11%	-12	-14	23	2.2%	-12%	-6	0%
CC(C)(C)OC(=O)C[C@@H]1C/C=C\C[C@@H](CC(=O)NCCO)C(=O)NC[C@@H](c2ccccc2)OC1=O	·	-3%	·	·	·	·	-5%	-7	0%
CCOc1ccc(S(=O)(=O)N2CCC(C(=O)NCc3ccco3)CC2)cc1C	-1	3%	-11	-5	9	-0.1%	-1%	-6	-5%
COc1ccccc1CNc1nc(C)c(C(C)=O)s1	-29	-5%	-7	·	5	7.6%	0%	-4	0%
CCOC(=O)c1sc(NC(=O)c2cc(-c3cccc(O)c3)on2)c(C(=O)OCC)c1C	19	1%	0	3	-4	4.3%	3%	-12	-1%
COc1cccc(NC(=O)CN2C(=O)C(c3ccc(C)cc3)=NC23CCCCCC3)c1	0	-9%	0	5	5	0.9%	0%	-8	-3%

Assay outcomes from PubChem.
